# ATXN2 expr inh – inhibitors of ATXN2 expression. actives 0.72% (n = 360,000). HEK-293 ATXN2-luciferase reporter, luminescence, 24 h. Potency, µM (highest dose often 57 µM), without a hit: at the top dose activity change, negative = inhibition, actives largely listed as inhibitors; also: potency is read from the fitted curve at half-maximal effect; % is scaled to controls: 0 for no effect and ±100 for the full control effect; nearly all actives have a fitted effect of over 55% in size
#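 qHTS (up to 57 uM final) was run with 24 h compound exposure of reporter cells at 37 °C. Each well was multiplexed: SteadyGlo luminescence measured ATXN2-luciferase expression after a fluorogenic Gly-Phe-AFC viability readout (25 uM final).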
# WRN helicase inh – inhibitors of human WRN helicase; Q14191; WRN helicase unwinding, fluorescent forked duplex, kinetic; actives 0.46% (n = 360,000); Potency, µM (titrated, usually from 114 µM), for inactives: at the top dose activity change, negative = inhibition, most hits filed as inhibitors; also: potency is read from the fitted curve at half-maximal effect; % is scaled to controls: 0 for no effect and ±100 for the full control effect; nearly all actives have a fitted effect of over 55% in size
#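 WRN at 20 nM final preincubated with compound 15 min at room temperature; reaction started with 100 nM fluorophore/quencher forked duplex oligonucleotide and 2 mM ATP final. Unwinding followed kinetically by red fluorescence (ex 525, em 598 nm).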
# KB-V1 cytotox – KB-V1 MDR subline cytotoxicity; KB-V1 MDR cells viability, CellTiter-Glo, 72 h; Potency, µM (doses to about 46.1 µM), without a hit: top-dose activity change, negative = cytotoxicity, usual class: cytotoxic; actives 3.4% (n = 400,000); AID 1347076; also: potency is read from the fitted curve at half-maximal effect; % is scaled to controls: 0 for no effect and ±100 for the full control effect; nearly all actives have a fitted effect of over 60% in size
#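 Cells of the MDR subline KB-V1 are plated, dosed with compound at multiple concentrations, and incubated 72 h at 37 degrees C; CellTiter-Glo is then added and luminescence read after 10 min.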
# HT1080NT lethal – kills 2HG-producing HT-1080-NT fibrosarcoma cells | AID 686970 | HT-1080-NT fibrosarcoma viability, CellTiter-Glo ATP luminescence, 48 h | actives 1.6% (n = 360,000) | Potency, µM (highest dose often 46.1 µM), without a hit: at the top dose activity, negative = less viability, most hits filed as cytotoxic;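 also: NT is the 2HG producing partner of a matched IDH1 knockdown line; potency is read from the fitted curve at half-maximal effect; 0% = DMSO-treated cells and -100% = media-only wells without cells; nearly all actives have a fitted effect of over 55% in size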
#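 Luminescent CellTiter-Glo readout after 48 hours of compound exposure at 37 degrees C defined viability of HT-1080-NT cells. Activity was normalized to DMSO wells and cell-free media wells; concentration-response curves were fitted and assigned curve classes.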
# SW480 rerep – induces DNA re-replication in SW480 colon adenocarcinoma cells; SW480 DNA re-replication, Hoechst DNA content imaging, 48 h; Potency, µM (titrated, usually from 46.1 µM), inactives show at the highest dose re-replication activation, actives largely listed as activators; actives 1.8% (n = 340,000); AID 624297; also: potency is read from the fitted curve at half-maximal effect; % of control where 0% means no effect; nearly all actives have a fitted effect of over 55% in size
#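 Hoechst fluorescence of nuclei (405 nm excitation, 500-530 nm emission) measured by plate-scanning imager after 48 hr compound exposure at 37 C; re-replication scored as increased number of nuclei with elevated intensity.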
# IL-1B inflam inh – inhibitors of inflammasome signaling (IL-1 beta secretion). THP-1 LPS/ATP IL-1B secretion, AlphaLISA, 16 h; hits give low values. activity change, % at 57.5 µM. actives 4.7% (n = 360,000). AID 743279; in the data active = activity change below about -50%; inconclusive = mostly about -30% to -49%; also: % is scaled to controls: 0 for no effect and ±100 for the full control effect
#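 Secreted IL-1B measured by AlphaLISA bead assay after 16 h compound exposure of THP-1 cells; compounds (final up to 57.5 uM) added 1 h before LPS (250 ng/mL) and ATP (1.25 mM) stimulation; lower signal means less secretion.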
# KB-3-1 cytotox – KB-3-1 parental cell cytotoxicity; Potency, µM (series often up to 46.1 µM), inactives show top-dose activity change, negative = cytotoxic, usual class: cytotoxic; AID 1347075; actives 1.4% (n = 400,000); KB-3-1 viability, CellTiter-Glo ATP luminescence, 72 h; also: potency is read from the fitted curve at half-maximal effect; % is scaled to controls: 0 for no effect and ±100 for the full control effect; nearly all actives have a fitted effect of over 60% in size
#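 Luminescent ATP read-out (CellTiter-Glo) measures survival of drug-naive KB-3-1 cells after 72 h compound exposure at 37 °C. Titration series was screened from lowest to highest concentration, with DMSO vehicle plates as background controls.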
# HT1080 IDH1KD tx – toxicity to HT-1080 IDH1 knockdown cells (counter line) | HT-1080 IDH1 knockdown viability, ATP luminescence, 48 h | actives 2% (n = 360,000) | AID 686971 | Potency, µM (doses to about 46.1 µM), for inactives: top-dose activity, negative = toxicity, usual class: cytotoxic;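 also: potency is read from the fitted curve at half-maximal effect; 0% = DMSO wells and -100% = cell-free medium wells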
#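 IDH1KD HT-1080 cells, 750/well, RPMI + 5% FBS; compound pinned after 2 h settling; 48 h, 37 °C; CellTiter-Glo luminescence; % activity normalised to DMSO and no-cell wells; curves fitted, classed by r2 and efficacy.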
# MCF10A rereplic – induces DNA re-replication in MCF 10a normal breast cells. MCF 10A DNA re-replication, Hoechst nuclear intensity, 48 h. actives 2.9% (n = 350,000). Potency, µM (titrated, usually from 46.1 µM), for inactives: at the top dose activity, positive = re-replication, most hits filed as activators. AID 624296; also: potency is read from the fitted curve at half-maximal effect; % of control where 0% means no effect; nearly all actives have a fitted effect of over 50% in size
# Starred values were filed as active, the others as inactive; ? = inconclusive; / = not tested or not shown; & = joins results of further samples; [ ] = remark or other dose. Unless noted, calls follow the shape of the dose curve; as a rule, active = well fitted curve in the direction sought with a large enough effect; inconclusive = small, poorly fitted or top-dose-only effect, or another doubt; inactive = no such curve, though single readings can be large; an effect the other way counts as inactive or inconclusive.
1	CCN(Cc1ccccc1)C(=O)COC(=O)Cn1cnc2ccccc21
2	CCOC(=O)C(=Cc1c[nH]c2ccc(S(=O)(=O)N(C)C)cc12)C(=O)OCC
3	Nc1cc(N)nc(SCC(=O)c2ccccc2)n1
4	C/C(=N/NC(=O)Nc1ccccc1)c1ccc(C)cc1
5	CCNc1nc(NCC)nc(N(C#N)C(C)C)n1
6	COc1ccccc1OCCNC(=O)CCC(=O)N1CCOCC1
7	CN(C)/C=N/c1cc(=O)n(Cc2ccccc2)c(=O)n1C
8	COc1ccc(C(=O)N/C(=C\c2ccco2)C(=O)NCc2ccco2)cc1
Assay by compound | 1 | 2 | 3 | 4 | 5 | 6 | 7 | 8
ATXN2 expr inh | -6% | ? | -14% | 0% | 22% | 8% | 8% | -2%
WRN helicase inh | -10% | -30% | -11% | -11% | -4% | 5% | 4% | -8%
KB-V1 cytotox | -3% | 2% | 6% | -18% | -8% | ? | 22% | -2%
HT1080NT lethal | -6% | -24% | 14% | -3% | -1% | 2% | 0% | ?
SW480 rerep | -4% | 12% | -2% | -1% | -26% | 7% | 1% | -1%
IL-1B inflam inh | -16 | -101* | 42 | -12 | -6 | 12 | 10 | -9
KB-3-1 cytotox | -6% | -16% | 13% | -4% | 8% | 0% | 19% | 16%
HT1080 IDH1KD tx | 0% | ? | 17% | -3% | -12% | 0% | 7% | 12%
MCF10A rereplic | -2% | ? | 12% | 13% | 4% | 0% | -3% | 1%

9	COC(=O)CC(NC(=O)C1CC1)c1ccc2c(c1)OCO2 (stereo not drawn)
10	NS(=O)(=O)c1ccc(OC(=O)CNC(=O)OCc2ccccc2)cc1
11	Cc1ccc(NC(=O)CSc2nnc(CNC(=O)c3ccccc3F)o2)cc1
12	Cc1ccnc(NC(=O)CCC(=O)N(CC(=O)NCCc2ccccc2)Cc2ccco2)c1
13	Cc1cccc(N2C(=O)CC(N3CCN(c4cccc(C(F)(F)F)c4)CC3)C2=O)c1 (stereo not drawn)
14	CCCC(=O)NC(=S)Nc1cc(-c2nc3ncccc3o2)ccc1C
15	COc1nnc(-c2ccc(C)c(S(=O)(=O)NC(C)(C)CO)c2)c2ccccc12
16	COc1ccc(CCn2c(C)cc(C(=O)CSc3nnc(N)s3)c2C)cc1
Assay by compound | 9 | 10 | 11 | 12 | 13 | 14 | 15 | 16
ATXN2 expr inh | -4% | -11% | -5% | -7% | -15% | -24% | -23% | -27%
WRN helicase inh | 5% | ? | -8% | -33% | -2% | 7% | ? | -5%
KB-V1 cytotox | -9% | 1% | -8% | -1% | ? | -10% | 0% | ?
HT1080NT lethal | 0% | 16% | -5% | 16% | -5% | 0% | -10% | -13%
SW480 rerep | 0% | -2% | 0% | -4% | 1% | 4% | 14% | -1%
IL-1B inflam inh | -4 | -3 | 0 | -10 | -1 | 12 | -13 | -10
KB-3-1 cytotox | -4% | 1% | 15% | 7% | 14% | 4% | -21% | -9%
HT1080 IDH1KD tx | 1% | 7% | -3% | 20% | -6% | -3% | -2% | -5%
MCF10A rereplic | 1% | 0% | 11% | 0% | 17% | 1% | 16% | 13%

17	Clc1ccc2noc(-c3ccccc3)c2c1
18	COC(=O)N/N=C(C)\C=C\c1ccco1
19	C=CCNC(=O)NS(=O)(=O)c1ccc(C)cc1
20	O=C(NC(=O)c1ccccc1)OCC(F)(F)F
21	O=C(Nc1cc(Cl)ccc1-n1cncn1)c1cn2ccccc2n1
22	Cc1ccccc1CN1C(=O)C2(OCCCO2)c2ccccc21
23	Cc1ccc(O)c(NC(=O)c2cc(-c3ccco3)on2)c1
24	O=C(COC(=O)Cc1ccc(Cl)cc1)Nc1cc(S(=O)(=O)N2CCOCC2)ccc1N1CCCC1
Assay by compound | 17 | 18 | 19 | 20 | 21 | 22 | 23 | 24
ATXN2 expr inh | -1% | / | 6% | 13% | 5% | -14% | 37%[activator] | 0%
WRN helicase inh | 1% | -2% | 4% | 5% | -11% | 3% | -30% | 1%
KB-V1 cytotox | 0% | ? | 0% | 13% | -9% | -15% | -15% | 8%
HT1080NT lethal | 3% | 0% | -2% | 7% | 0% | 1% | 1% | 12%
SW480 rerep | -2% | ? | 1%[9.22 µM] | -18% | 9% | 17% | 4% | ?
IL-1B inflam inh | 5 | -9 | 20 | 25 | 21 | -8 | / | 0
KB-3-1 cytotox | -2% | 0% | 17% | -3% | 6% | 0% | -3% | 1%
HT1080 IDH1KD tx | 8% | 2% | -7% | -2% | -1% | -27% | -16% | 13%
MCF10A rereplic | 11% | ? | 6% | 2% | 0% | -6% | -9% | 26%

25	O=C(NCCc1csc(-c2cccnc2)n1)c1ccccc1Br
26	C#CCOCCOCCOCCNc1nc(N2CCN(C(=O)[C@H](CCC(=O)O)n3cc(CN)nn3)CC2)nc(N2CCN(C(=O)[C@H](CCCN=C(N)N)n3cc(C(N)[C@@H](C)CC)nn3)CC2)n1 (stereo partly drawn)
27	Cc1ccccc1S(=O)(=O)Cc1ccc(C(=O)O)o1
28	COc1ccc(N2CCN(C(=O)C(OC(C)=O)c3ccccc3)CC2)cc1 (stereo not drawn)
29	CC(=O)Nc1ccc(OCC(=O)NCc2ccccc2)cc1
30	O=C1S/C(=C\C=C\c2ccco2)C(=O)N1c1ccc(O)cc1
31	CC(=O)NC1(c2ccc(F)cc2)CCN(C(=O)Nc2ccc(F)cc2F)CC1
32	C=CCn1c(SC/C=C/c2ccccc2)nnc1-c1sc(N)nc1C
Assay by compound | 25 | 26 | 27 | 28 | 29 | 30 | 31 | 32
ATXN2 expr inh | 5% | 3% | 12% | 4% | 6% | 46%[activator] | -17% | -3%
WRN helicase inh | 3% | -5% | -2% | 9% | -1% | ? | 1% | -19%
KB-V1 cytotox | -13% | 0% | -1% | -4% | 19% | 21% | 15% | 0%
HT1080NT lethal | 20% | 7% | -2% | 10% | 9% | ? | 1% | -4%
SW480 rerep | -7% | -6% | 2% | -2% | -22% | 0% | -3% | -3%
IL-1B inflam inh | 0 | 15 | 6 | 0 | -19 | -97* | -6 | 0
KB-3-1 cytotox | 28% | 0% | 2% | 19% | -1% | -3% | 20% | -1%
HT1080 IDH1KD tx | 26% | 5% | 2% | 8% | -3% | ? | 2% | 1%
MCF10A rereplic | -1% | -27% | ? | 9% | 1% | ? | -4% | 0%

33	O=C(CNC(=O)c1ccccc1F)N/N=C\C=C\c1ccccc1
34	COc1ccc(-c2[nH]ncc2-c2ccc3c(c2)OCCO3)c(O)c1
35	CC(=O)/C(N=Nc1ccc2c(c1)OCCO2)=C(\C)O
36	Cc1ccccc1NC(=O)Cc1nnc(SCC(=O)c2ccc(Br)cc2)n1C
37	CN(c1ccccc1)c1ccc(/C=N/N2CCOCC2)cc1
38	CC(=O)c1cccc(NC(=O)C2CCN(S(=O)(=O)c3ccc(C)cc3)CC2)c1
39	Cn1c(=O)cc(C(=O)N/N=C/c2ccc(Cl)cc2)[nH]c1=O
40	OCCC1CN(Cc2cnn(-c3ccccc3Cl)c2)CCN1Cc1ccsc1 (stereo not drawn)
Assay by compound | 33 | 34 | 35 | 36 | 37 | 38 | 39 | 40
ATXN2 expr inh | 4% | 1% | / | 0% | 18% | -6% | 17% | -11%
WRN helicase inh | -1% | -26% | -5% | 2% | -13% | 7% | -26% | 2%
KB-V1 cytotox | 35% | 2% | -12% | -22% | 27% | ? | ? | ?
HT1080NT lethal | 25% | -10% | -6% | 2% | -1% | -5% | 0% | 5%
SW480 rerep | 1% | -3% | -40%[inhibitor] | -4% | -7% | -1% | -4% | -3%
IL-1B inflam inh | -13 | 7 | 9 | 8 | -17 | -13 | 12 | 1
KB-3-1 cytotox | 7% | -1% | -8% | 24% | 4% | 2% | 18% | 1%
HT1080 IDH1KD tx | 12% | -21% | -13% | -12% | 0% | 0%[9.24 µM] | 2% | 9%
MCF10A rereplic | 4% | 7% | 9% | 1% | 15% | -3% | 8% | 3%

41	NS(=O)(=O)c1ccc(CNC(=O)c2sccc2-c2ccccc2)cc1
42	Cc1ccc(C(=O)NNC(=O)Cc2ccccc2)cc1
43	Cc1ccccc1OCC(O)CN1C(=O)c2ccccc2C1=O (stereo not drawn)
44	O=C(CCc1nnc2ccc(NCc3ccccc3)nn12)NC1CCCCC1
45	NC(=O)c1c(N)[nH]c(C(=O)c2ccccc2)c1-c1ccccc1Br
46	O=C(COCc1cc(-c2ccc3c(c2)OCO3)on1)N1CCN(c2ccccc2)CC1
47	COc1ccccc1N1CCN(C(=O)CCC(=O)N2CCN(c3ccccc3OC)CC2)CC1
48	O=C(CN1CCN(S(=O)(=O)c2ccccc2)CC1)N1CCc2ccccc21
49	Cn1c(Oc2ccc3c(c2)OCO3)nc2c1c(=O)n(Cc1ccccc1)c(=O)n2C
Assay by compound | 41 | 42 | 43 | 44 | 45 | 46 | 47 | 48 | 49
ATXN2 expr inh | -10% | 14% | / | 7% | 19% | ? | / | / | 14%
WRN helicase inh | -30% | -3% | 2% | -7% | -4% | 10% | -2% | 0% | 4%
KB-V1 cytotox | -15% | 7% | 8% | 4% | -6% | -32%&8% | 23% | ? | -22%
HT1080NT lethal | -1% | 10% | 22% | 8% | 21% | -28% | 2% | 3% | 12%
SW480 rerep | 2% | -5% | -8% | -5% | / | -2% | -9% | 1% | 1%
IL-1B inflam inh | -13 | 31 | 7 | -11 | 26 | ? | -13 | 2 | -14
KB-3-1 cytotox | -19% | -10% | -16% | 19% | 10% | -1%&0% | ? | 2% | 0%
HT1080 IDH1KD tx | -8% | 17% | 13% | 4% | 12% | -29% | -3% | 3% | 10%
MCF10A rereplic | 9% | 3% | -5% | -2% | / | -1% | 10% | 14% | 4%
